# PrPC TRFRET: inhibitors of human cell surface prion protein PrPC. inhibition, % at 13.8 µM. TR-FRET read-out. 370,000 tested, 0.43% active. P04156; in the data active = inhibition above about 24%; also: 0% = median of the test wells and 100% = reference compound wells
# PfHsp40 yeast: compounds rescuing yeast from Plasmodium falciparum HSP40 toxicity; 340,000 tested, 0.68% active; growth rescue, % at 12.5 µM; S. cerevisiae expressing PfHsp40, growth rescue, ATP luminescence; in the data active = growth rescue above about 28%, passing the limit was not always enough; inconclusive = no clear call, values can overlap the other calls;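 also: yeast W303a lacking pdr1 and pdr3 grown in galactose medium; growth measured after three days at 30 °C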
# Y pestis TopoI: Y. pestis Topo-I inhibition via cleavage products | Y. pestis Topo-I cleavage product accumulation, plate reader | activity, % at 10 µM | 360,000 tested, 0.064% active; in the data active = activity above about 50%, passing the limit was not always enough; inconclusive = no clear call, values can overlap the other calls; also: inactives centre near 2
# TcdB inh: blocks C. difficile toxin B glycohydrolase activity; TcdB glycohydrolase enzymatic assay, plate reader; 350,000 tested, 0.24% active; P18177; inhibition, % at 9.99 µM; in the data active = inhibition above about 10%
# Target sequence (P18177 whole entry, looked up): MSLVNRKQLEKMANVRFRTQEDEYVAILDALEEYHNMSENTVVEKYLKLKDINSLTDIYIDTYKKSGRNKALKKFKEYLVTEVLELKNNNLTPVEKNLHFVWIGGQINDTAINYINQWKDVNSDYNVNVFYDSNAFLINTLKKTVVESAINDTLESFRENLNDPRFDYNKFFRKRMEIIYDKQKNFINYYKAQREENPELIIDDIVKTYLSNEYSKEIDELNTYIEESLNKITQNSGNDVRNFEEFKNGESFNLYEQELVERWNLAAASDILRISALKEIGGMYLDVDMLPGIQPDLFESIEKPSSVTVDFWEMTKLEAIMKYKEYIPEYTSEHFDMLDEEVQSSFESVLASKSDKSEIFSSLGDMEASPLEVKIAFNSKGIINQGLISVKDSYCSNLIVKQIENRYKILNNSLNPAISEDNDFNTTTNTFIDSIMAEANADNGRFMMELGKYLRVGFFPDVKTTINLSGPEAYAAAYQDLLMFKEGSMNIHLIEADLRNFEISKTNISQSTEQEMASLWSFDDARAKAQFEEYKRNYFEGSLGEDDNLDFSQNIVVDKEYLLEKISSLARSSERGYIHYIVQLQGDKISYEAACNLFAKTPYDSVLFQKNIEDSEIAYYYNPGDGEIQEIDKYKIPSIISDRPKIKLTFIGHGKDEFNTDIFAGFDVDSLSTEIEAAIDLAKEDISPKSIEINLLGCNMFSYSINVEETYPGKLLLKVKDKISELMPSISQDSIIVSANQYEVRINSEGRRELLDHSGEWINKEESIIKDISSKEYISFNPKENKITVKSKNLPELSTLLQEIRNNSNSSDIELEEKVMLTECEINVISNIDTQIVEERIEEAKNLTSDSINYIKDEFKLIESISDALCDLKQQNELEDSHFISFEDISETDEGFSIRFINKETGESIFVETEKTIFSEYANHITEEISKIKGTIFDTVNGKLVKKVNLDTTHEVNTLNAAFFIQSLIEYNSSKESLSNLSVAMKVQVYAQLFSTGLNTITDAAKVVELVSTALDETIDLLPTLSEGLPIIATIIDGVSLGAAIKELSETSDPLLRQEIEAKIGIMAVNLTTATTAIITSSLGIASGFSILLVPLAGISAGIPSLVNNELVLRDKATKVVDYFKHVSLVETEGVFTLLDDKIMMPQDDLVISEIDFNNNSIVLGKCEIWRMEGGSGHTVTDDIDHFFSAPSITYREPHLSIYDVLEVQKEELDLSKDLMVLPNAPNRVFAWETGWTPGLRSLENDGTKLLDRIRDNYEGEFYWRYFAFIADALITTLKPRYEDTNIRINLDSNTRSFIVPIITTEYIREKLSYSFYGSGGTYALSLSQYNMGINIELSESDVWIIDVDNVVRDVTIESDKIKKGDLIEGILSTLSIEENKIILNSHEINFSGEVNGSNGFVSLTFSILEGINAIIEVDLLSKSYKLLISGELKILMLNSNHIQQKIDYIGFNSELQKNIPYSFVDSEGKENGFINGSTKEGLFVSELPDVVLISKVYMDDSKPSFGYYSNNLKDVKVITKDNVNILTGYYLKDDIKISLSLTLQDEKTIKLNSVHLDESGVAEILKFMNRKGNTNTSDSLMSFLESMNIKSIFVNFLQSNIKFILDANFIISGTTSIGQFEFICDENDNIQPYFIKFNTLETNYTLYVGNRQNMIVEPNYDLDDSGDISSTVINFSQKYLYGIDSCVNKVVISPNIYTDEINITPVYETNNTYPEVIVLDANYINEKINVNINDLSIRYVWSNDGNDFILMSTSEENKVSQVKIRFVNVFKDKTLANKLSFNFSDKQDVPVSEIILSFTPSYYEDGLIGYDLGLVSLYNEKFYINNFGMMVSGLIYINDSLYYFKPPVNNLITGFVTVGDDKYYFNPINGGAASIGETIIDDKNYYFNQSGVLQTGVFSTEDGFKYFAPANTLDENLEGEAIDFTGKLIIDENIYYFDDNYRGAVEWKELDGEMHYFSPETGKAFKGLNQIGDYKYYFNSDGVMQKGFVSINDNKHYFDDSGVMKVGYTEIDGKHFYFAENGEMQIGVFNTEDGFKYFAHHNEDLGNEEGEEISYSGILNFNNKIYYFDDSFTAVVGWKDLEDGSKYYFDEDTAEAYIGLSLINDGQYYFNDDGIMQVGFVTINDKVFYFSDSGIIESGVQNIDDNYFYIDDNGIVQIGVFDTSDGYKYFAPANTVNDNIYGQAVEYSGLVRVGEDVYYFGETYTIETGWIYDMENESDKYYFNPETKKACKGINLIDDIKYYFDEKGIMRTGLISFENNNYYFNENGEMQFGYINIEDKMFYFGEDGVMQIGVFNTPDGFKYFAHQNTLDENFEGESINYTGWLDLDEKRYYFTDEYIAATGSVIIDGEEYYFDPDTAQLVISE
# FadD28 FP inh: inhibitors of Mycobacterium tuberculosis FadD28 bisubstrate binding | 360,000 tested, 0.22% active | inhibition, % at 12.5 µM | FadD28 bisubstrate probe binding, fluorescence polarization; in the data active = inhibition above about 8.5%, passing the limit was not always enough; inconclusive = no clear call, values can overlap the other calls
# Anthrax LF prot: blocks Bacillus anthracis lethal factor protease; 360,000 tested, 0.12% active; inhibition, % at 10 µM; multiplex microsphere protease cleavage assay, LF; also: plate controls were buffer without enzyme for full effect and enzyme alone for no effect
# BoNT F protease: blocks Botulinum neurotoxin F light chain protease. Multiplex microsphere protease cleavage assay, flow cytometry. inhibition, % at 10 µM. 360,000 tested, 0.22% active; in the data active = inhibition above about 35%, passing the limit was not always enough; inconclusive = no clear call, values can overlap the other calls; also: plate controls were buffer without enzyme for full effect and enzyme alone for no effect
# CCHF vOTU inh: blocks the CCHF virus ovarian tumor domain protease; CCHFV vOTU protease, Pep-AMC fluorescence; inhibition, % at 11.5 µM; 370,000 tested, 0.55% active; in the data active = inhibition above about 30%; also: 0% = vehicle wells with enzyme and 100% = no enzyme wells
# BoNT A protease: blocks Botulinum neurotoxin A light chain protease; inhibition, % at 10 µM; multiplex microsphere protease substrate cleavage, flow cytometry; AID 588499; 360,000 tested, 0.17% active; also: plate controls were buffer without enzyme for full effect and enzyme alone for no effect
# Active calls of the source: *; ? = inconclusive; . = not tested or not shown; & = joins results of further samples. Rule as the data show it, unless noted: active = inhibition above about 30%; inconclusive = no clear call, values can overlap the other calls; inactive = below that. The order is random. About 2.3% of those tested had a hit in this group.
SMILES,PrPC TRFRET,PfHsp40 yeast,Y pestis TopoI,TcdB inh,FadD28 FP inh,Anthrax LF prot,BoNT F protease,CCHF vOTU inh,BoNT A protease
COC(=O)c1ccccc1NC(=O)Nc1ccc(C(=O)N2CCCC2)cc1,4,-0.9,-1,.,0.0,2,-3,-7,-1.0
CN(C)c1ccc(-c2[nH][nH]c(=O)c2NC(=O)c2ccc3ccccc3n2)cc1,-4,.,.,0.1,-5.1,-1,-9,105*,0.4
COc1ccc(CCNc2cc(=O)[nH]c(N)n2)cc1,.,0.5,-11,0.1,0.2,4,22,.,2.7
COCCCN1C(=O)C(CC(=O)NCC2CCCCC2)CC(C(=O)N2CCOCC2)=C1C (stereo not drawn),-3,.,7,-1.4,0.2,-7,-4,9,0.2
CCC(c1nnnn1Cc1ccc(F)cc1)N(CCCO)Cc1cc2cc3c(cc2[nH]c1=O)OCO3 (stereo not drawn),-2,-1.4,0,.,-2.8,-2,0,-8,0.1
O=C1C2C3C=CC(C3)C2C(=O)N1c1ccc2ccccc2n1 (stereo not drawn),-5,-2.0,-6,.,-3.4,-1,2,3,-0.9
COC(=O)c1cccc(S(=O)(=O)N2CCCC2)c1,7,0.6,-1,.,-2.1,-2,2,1,0.1
Cn1c(=O)c2c(-c3ccccc3)n(Cc3cccnc3)cc2n(C)c1=O,5,-0.1,-13,.,-1.6,2,6,1,0.1
O=C(NNc1ccccc1)c1ccccc1,23,2.0,-3,-8.8,-2.5,-5,-4,7,-0.1
CC1[C@H]2Cc3ccc(O)cc3[C@]1(C)CCN2CCc1ccccc1 (stereo partly drawn),-7,3.2,-1,0.5,-3.4,2,6,-1,-0.1
O=C(O)Cn1nnnc1SCC(=O)Nc1ccccc1F,2,-2.4,3,0.8,-1.1,2,3,-12,-0.3
COc1ccc(C2CC(=O)C(CS(=O)(=O)c3ccccc3)C(=O)C2)cc1 (stereo not drawn),-4,0.2,4,0.6,0.3,-3,-2,-13,-0.3
COc1cccc(-c2cc(C(=O)NC3CCCC3)c3ccccc3n2)c1,-10,.,3,1.1,-3.5,5,?,-8,-1.1
Cc1cc(Br)ccc1SCC(=O)OC/C(O)=C(\C#N)c1nc2ccccc2[nH]1,0,-1.9,-1,1.3,-3.6,-3,-7,-7,-0.2
O=C(NC1CC1(c1ccccc1)c1ccccc1)c1ccccc1 (stereo not drawn),-7,1.1,21,6.0,-2.5,3,-5,6,0.1
CCOC(=O)c1cccc(NC(=O)CSc2nnc(COc3ccccc3C)o2)c1,-2,-0.9,-15,1.4,0.2,-2,-9,-12,-0.8
CCCC1=[N+](CC(=O)c2ccccc2)CCn2cccc21,5,-1.1,-5,.,-0.4,0,-6,16,1.7
Cc1cccc(NC(=S)NNC(=O)c2ccc(O)cc2O)c1C,-3,0.2,-7,4.0,-2.3,-1,-1,-2,-0.3
COc1cccc(CN2CCNC(=O)C2CC(=O)NCCOc2cccnc2)c1 (stereo not drawn),6,-1.0,-12,1.2,-1.0,-1,-9,4,-0.2
Cn1cc(C2OC(=O)c3ccccc32)c2ccccc21 (stereo not drawn),-11,-1.0,0,2.6,-2.2,-1,7,-18,0.0
CCN(CC)CCNC(=O)CN1C(=O)COc2ccc(S(=O)(=O)N3CCOCC3)cc21,1,-1.3,1,0.0,-1.6,-1,-5,5,0.8
Cc1cc(=O)[nH]c(SCC(=O)N2CCN(S(=O)(=O)c3ccccc3)C2)n1,4,0.4,5,0.5,-4.7,1,2,15,0.1
Cc1cccc(CNC(=O)C2CCC(=O)N(C3CCCC3)C2)c1 (stereo not drawn),-6,-0.1,4,1.4,-0.5,-2,-1,-4,0.4
CCN(CC)C(=O)[C@H]1C[C@H](CC(=O)NCCN2CCOCC2)C(=O)N2CCc3c([nH]c4ccc(Cl)cc34)[C@]12C,-5,-1.3,6,0.8,-0.1,1,-3,-2,-0.4
COc1ccc(C(c2nnnn2CC2CCCO2)N2CCN(c3ccccc3)CC2)cc1 (stereo not drawn),-2,0.4,15,.,-0.6,-2,-8,10,0.0
COc1ccc(CN2CCNC(=O)C2CC(=O)NC2CCCC2)c(OC)c1 (stereo not drawn),6,-0.4,0,-1.1,0.3,-1,8,9,0.6
COc1ccc(OCc2cc(C(=O)NCCN3CCCc4ccccc43)no2)c(Cl)c1,-14,-0.7,5,1.1,.,-4,-9,0,-4.8
C=CCn1c(=S)[nH]c2cc(C(=O)N3CCN(c4ccccc4OC)CC3)ccc2c1=O,-3,1.2,32,0.4,-2.9,-3,-3,15,-1.3
Cc1ccc(S(=O)(=O)N2CCC(C(=O)N[C@H](C(=O)NCC3CCCO3)C(C)C)CC2)cc1 (stereo partly drawn),4,0.0,1,.,-3.1,-2,-1,-5,-0.7
O=C(CC1Sc2ccccc2NC1=O)NNc1cccc(Cl)c1Cl (stereo not drawn),10,-0.8,-4,-1.4,1.6,-3,2,-2,0.6
Cc1ccc(Sc2ccc(S(=O)(=O)Nc3ccc(CC(=O)O)cc3)cc2)cc1C,4,1.9,10,-1.7,-9.4,1,6,18,-0.7
COc1ccc(NC(=O)CCc2nnc3ccc(N4CCC5(CC4)OCCO5)nn23)cc1,-4,-1.0,6,1.4,-0.3,0,3,9,2.6
O=C(CCN1C(=O)c2ccccc2C1=O)Oc1ccc2ccccc2c1,-1,0.5,4,.,0.8,-4,26,-2,0.1
Cc1cc(SCC(=O)Nc2cccc(S(=O)(=O)NC3=NCCCCC3)c2)c(C)cc1Br,10,2.2,12,.,-3.0,-2,-8,10,-0.7
N#Cc1ccc(-n2nnc3ccccc3c2=O)c([N+](=O)[O-])c1,-3,5.8,2,0.9,-1.0,15,27,-10,-0.2
COCCn1c(SCC(=O)c2ccccc2)nc2ccccc2c1=O,8,-1.5,6,1.6,-1.7,-4,3,14,-1.0
COc1ccc(N2C(=O)CC(NNc3nc4ccccc4s3)C2=O)cc1 (stereo not drawn),-2,.,-3,3.3,-2.5,-6,-1,-11,-1.7
O=C(Nc1ccc(F)cc1)Nc1nnc(Cc2ccccc2)s1,5,-2.1,2,0.2,-3.9,-8,?,-6,-4.9
CCOC(=O)C1(Cc2ccccc2C)CCCN(C(=O)c2cc(CC)nn2C)C1 (stereo not drawn),3,-0.8,10,0.4,0.2,-1,-5,-1,-0.3
CCOC(=O)N1CCN(S(=O)(=O)c2ccc3c(c2)SC(C)C(=O)N3)CC1 (stereo not drawn),7,-1.1,-4,.,-2.0,-6,-3,-8,-0.4
O=C(O)c1ccccc1C(=O)N1CCN(c2ncccn2)CC1,-2,-0.4,-9,-0.9,2.4,2,-2,-3,-1.0
COc1ccc(/C=N/NC(=S)Nc2cccc(C(=O)O)c2)cc1,5,0.5,1,-2.2,-3.1,-2,-4,19,-0.5
O=C(OCc1c(F)cccc1Cl)c1cnc2ccccc2n1,-1,0.0,8,8.9,-0.1,-3,6,6,0.9
CSc1ccc(C(=O)C2CCCN(C(=O)CCCn3cncn3)C2)cc1 (stereo not drawn),-3,0.3,5,2.7,-0.4,-5,1,6,0.6
CC(C)NC(=O)C(Cc1ccccc1)N1C(=O)c2ccccc2C1=O (stereo not drawn),6,1.1,-4,.,-3.2,-3,-3,-12,0.7

# 5 entries out of the list, sorted by number of heavy atoms, lowest first.
SMILES,PrPC TRFRET,PfHsp40 yeast,Y pestis TopoI,TcdB inh,FadD28 FP inh,Anthrax LF prot,BoNT F protease,CCHF vOTU inh,BoNT A protease
N#Cc1ccc(-n2nnc3ccccc3c2=O)c([N+](=O)[O-])c1,-3,5.8,2,0.9,-1.0,15,27,-10,-0.2
O=C(Nc1ccc(F)cc1)Nc1nnc(Cc2ccccc2)s1,5,-2.1,2,0.2,-3.9,-8,?,-6,-4.9
COCCn1c(SCC(=O)c2ccccc2)nc2ccccc2c1=O,8,-1.5,6,1.6,-1.7,-4,3,14,-1.0
COc1ccc(N2C(=O)CC(NNc3nc4ccccc4s3)C2=O)cc1 (stereo not drawn),-2,.,-3,3.3,-2.5,-6,-1,-11,-1.7
COc1ccc(NC(=O)CCc2nnc3ccc(N4CCC5(CC4)OCCO5)nn23)cc1,-4,-1.0,6,1.4,-0.3,0,3,9,2.6

# Later entries
SMILES,PrPC TRFRET,PfHsp40 yeast,Y pestis TopoI,TcdB inh,FadD28 FP inh,Anthrax LF prot,BoNT F protease,CCHF vOTU inh,BoNT A protease
CC(C)(C)NS(=O)(=O)c1ccc(Oc2ncc(C(F)(F)F)cc2Cl)cc1,1,1.7,12,.,1.3,-4,-8,28,-0.5
COCCNS(=O)(=O)c1ccc(-c2ccc(S(=O)(=O)NCCOC)cc2)cc1,-5,1.3,9,.,-0.8,2,6,-10,0.3
O=C(/C=C/c1ccc([N+](=O)[O-])cc1)N1CCN(Cc2ccccc2)CC1,-26,-0.4,1,-0.1,-4.2,4,4,7,2.5
Cc1ccc(C)c(NC(=O)CN(C)C(=O)CSC(C)C(=O)Nc2cc(C)on2)c1 (stereo not drawn),4,-0.9,1,1.1,-1.3,0,2,24,-0.4
CC(C)C[C@H](NC(=O)[C@H](Cc1ccccc1)n1c(=O)[nH]c2ccccc2c1=O)C(=O)N1CCC[C@@H]1C(=O)O,4,-0.7,2,1.1,-0.1,7,-4,-2,-1.1
Cc1ccc(C2(C)NC(=O)N(CC(=O)Nc3ccccc3C(=O)N3CCCCC3)C2=O)cc1 (stereo not drawn),-1,0.1,13,0.1,1.1,-2,7,0,-0.7
CCCc1cc(=O)[nH]c(SCC(=O)Nc2cc(S(=O)(=O)N3CCOCC3)ccc2Cl)n1,-3,0.2,13,-2.0,-0.3,-4,-5,9,0.4
CC1CCC(NC(=O)C2CCN(S(=O)(=O)c3ccc4nc5c(c(C(=O)O)c4c3)CC(C)CC5)CC2)CC1 (stereo not drawn),-7,0.8,6,-1.8,0.3,8,-3,4,-0.6
Fc1ccc(Oc2nccc(-c3ccc(Cl)cc3)n2)cc1,4,-0.2,26,.,-3.5,-3,3,8,0.0
CCOc1ncccc1C(=O)NCC(c1ccco1)N1CCCCC1 (stereo not drawn),6,0.2,19,0.0,-2.0,-5,-4,0,0.0
Nc1ccc2ccccc2c1N=Nc1ccccc1,0,7.2,-24,1.8,-2.9,-2,-12,15,-0.7
OCC1(CCOc2ccccc2)CCN(Cc2ccc(OC(F)F)cc2)CC1,3,1.4,3,-2.5,-1.5,-8,?,18,-4.3
O=C(COC(=O)Cc1ccc(F)cc1)Nc1ccc2[nH]c(=O)[nH]c2c1,2,-0.3,-4,0.6,-1.6,-3,-4,-4,2.4
COc1ccc(C(=O)N2CCc3ccc(NC(=O)c4ccccn4)cc3C2)cc1F,7,3.6,28,-4.9,-3.7,-1,-4,13,-0.5
CCN1/C(=C2\OC(=S)N(C)C2=O)C=Cc2ccccc21,-1,-0.4,6,11*,1.6,-4,-15,-11,-3.2
COc1ccc(C(=O)N/N=C2/SCC(=O)N2Cc2ccc3c(c2)OCO3)cc1OC,-1,-1.6,-3,.,-2.2,0,-6,-4,-0.9
O=C(CN1CCCC1)Nc1nc(-c2ccc3c(c2)CCN3C(=O)c2ccccc2F)cs1,.,-0.8,-3,.,1.1,6,1,.,-1.4
O=C(NCc1ccccc1)C1=C[C@H](c2csc3ccccc23)C[C@H](OCc2ccc(CO)cc2)O1,-5,2.6,27,-0.6&0.2,-3.3,-6,-5,2,-0.2
O=C(NCc1ccccc1Cl)NC(=O)c1csc([N+](=O)[O-])c1,4,0.4,0,-0.9,-3.6,-5,-1,-5,0.0
Cc1cc(C(=O)NCc2csc(-c3ccccc3)n2)no1,0,0.4,5,0.5,-1.7,-3,5,-6,-3.0
O=C(CSc1ncn[nH]1)Nc1c(Br)cc([N+](=O)[O-])cc1Br,-25,-1.0,2,.,-3.5,-3,-12,-4,-1.6
CCCc1cc(=O)n2[nH]c(-c3cc(OC)c(OC)c(OC)c3)nc2n1,6,-0.7,2,.,-3.4,-2,?,6,1.1
CN(c1ccccc1)S(=O)(=O)c1ccc(Cl)c(C(=O)NCc2ccccc2CN2CCCC2)c1,1,?,13,-1.7,-1.3,-1,0,5,-0.9
Cc1c(Cl)cccc1NC(=S)NCc1ccco1,4,-1.4,7,0.9,0.1,-7,-14,-11,-0.5
N=c1ccn(Cc2ccc(Cl)c(Cl)c2)cc1,1,-0.2,-6,.,-1.8,0,-25,-3,-1.0

# Bioassay records deposited in PubChem by several laboratories.
